Screening data from PubChem.
PTHR1 agonist: agonists of human PTHR1 parathyroid hormone receptor | HEK293 GP2 PTHR1 cells, GloSensor cAMP luminescence, 1 h | 410,000 compounds, 0.075% hits | Q03431 | Potency, µM (titrated, usually from 115 µM), without a hit: at the top dose activation, actives largely listed as activators; note: potency is the fitted concentration of half-maximal effect; nearly all actives have a fitted effect of over 55% in size; some results filed as inactive show a strong effect at the top dose; inactives centre near -15; many of its hits are not listed in these tables
Target sequence (Q03431 whole entry, looked up): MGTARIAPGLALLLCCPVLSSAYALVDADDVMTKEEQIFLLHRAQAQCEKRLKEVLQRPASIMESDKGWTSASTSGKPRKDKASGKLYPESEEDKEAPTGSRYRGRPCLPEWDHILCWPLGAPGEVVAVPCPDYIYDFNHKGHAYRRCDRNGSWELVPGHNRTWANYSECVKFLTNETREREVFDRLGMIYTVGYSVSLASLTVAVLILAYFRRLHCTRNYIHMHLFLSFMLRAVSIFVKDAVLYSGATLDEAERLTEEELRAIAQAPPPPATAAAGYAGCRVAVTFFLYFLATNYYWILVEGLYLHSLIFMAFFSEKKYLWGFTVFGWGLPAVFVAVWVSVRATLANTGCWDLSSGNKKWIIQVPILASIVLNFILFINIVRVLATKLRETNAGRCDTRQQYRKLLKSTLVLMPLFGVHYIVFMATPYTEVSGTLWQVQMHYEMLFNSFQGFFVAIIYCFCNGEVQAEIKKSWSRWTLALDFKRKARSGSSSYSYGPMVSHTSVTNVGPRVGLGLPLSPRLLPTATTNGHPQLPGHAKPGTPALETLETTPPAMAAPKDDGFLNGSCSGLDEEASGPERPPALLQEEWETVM
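HEK-293-derived GP2 cells expressing PTHR1 and a GloSensor cAMP reporter, 3,000/well, plated overnight, given luciferin plus IBMX (each 0.5 mM as added) for 1 h at 37 °C, then compound for 1 h at 37 °C. Luminescence was read after 15 min at room temperature.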
PLK1 PBD block: blocks phosphopeptide binding to human PLK1 polo-box domain; Plk1 PBD binding of FITC phosphopeptide, fluorescence polarization; Potency, µM, for the others: max response, negative = inhibition, actives largely listed as inhibitors; 360,000 compounds, 2.8% hits; note: potency is the fitted concentration of half-maximal effect; series mostly up to about 57 µM; % is set by controls: 0 for no effect and ±100 for the full control effect; nearly all actives have a fitted effect of over 65% in size
EPAC1 agonist: activates human EPAC1 exchange factor. O95398. EPAC1 agonist qHTS, biochemical assay; response scale: 100% = response to 6.5 mM cAMP. Potency, µM (titrated, usually from 154 µM), inactives show at the top dose activation, hits mostly activators. 360,000 compounds, 0.073% hits. AID 720707; note: potency is the fitted concentration of half-maximal effect; nearly all actives have a fitted effect of over 60% in size
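Fluorescent GDP-exchange assay: 100 nM EPAC1 with 250 nM Rap1B preloaded with BODIPY-GDP and 50 uM GDP; compounds tested as concentration series, 5 min at room temperature, then read every 5 min for 30 min (ex 480/em 540 nm); normalized to 6.5 mM cAMP.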
PI5P4K alpha inh: blocks human PI5P4K alpha kinase activity; P48426; PI5P4Kalpha enzyme, ADP-Glo luminescence, 60 min; active compounds read low; max response, %; 330,000 compounds, 1.2% hits; AID 652105; active = max response of -50% or lower; inconclusive = between -30% and -50%; inactive = -30% or higher; note: value at the top dose of about 77 µM; % is set by controls: 0 for no effect and ±100 for the full control effect
Target sequence (P48426 whole entry, looked up): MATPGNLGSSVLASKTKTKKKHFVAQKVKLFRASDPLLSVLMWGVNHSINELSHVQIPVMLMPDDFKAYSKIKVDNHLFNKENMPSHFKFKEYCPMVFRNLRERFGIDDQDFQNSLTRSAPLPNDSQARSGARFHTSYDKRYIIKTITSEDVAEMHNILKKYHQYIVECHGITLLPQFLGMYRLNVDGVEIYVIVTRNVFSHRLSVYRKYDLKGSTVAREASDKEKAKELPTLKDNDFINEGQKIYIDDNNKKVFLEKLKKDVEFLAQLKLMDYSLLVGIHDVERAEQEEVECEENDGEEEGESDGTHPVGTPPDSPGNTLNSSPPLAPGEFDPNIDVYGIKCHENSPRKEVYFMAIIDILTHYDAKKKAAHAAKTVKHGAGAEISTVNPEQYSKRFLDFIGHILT
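Enzyme plus substrate dispensed, test compounds pinned in, then ATP (5 microM final) added. After 60 min at RT, ADP-Glo reagent 1 for 45 min and reagent 2 for 30 min preceded luminescence imaging.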
GLP-1R agonist: activates the human GLP-1 receptor. HEK293 GLP-1R CRE-luciferase, luminescence, 4-6 h; cells express a hypersensitive GLP-1R form. 380,000 compounds, 0.007% hits. AID 624172. P43220. Potency, µM (series often up to 45.6 µM), for inactives: at the top dose activation, hits mostly activators; note: potency is the fitted concentration of half-maximal effect; % of control where 0% means no effect
GLP-1R inv ag: GLP-1 receptor (human) inverse agonism; P43220; HEK293 GLP-1R CRE-luciferase, luminescence, 24 h; GLP-1R form is constitutively active; Potency, µM (highest dose often 38.3 µM), without a hit: at the top dose activity change, negative = inhibition, actives largely listed as inhibitors; 410,000 compounds, 1.6% hits; AID 624417; note: potency is the fitted concentration of half-maximal effect; % is set by controls: 0 for no effect and ±100 for the full control effect; nearly all actives have a fitted effect of over 55% in size
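qHTS in 1536-well format: reporter HEK293 cells expressing constitutive GLP-1R activity in DMEM + 10% Nu serum, 24 hr with compounds at 37 deg C, luminescence read after 12 min with detection reagent.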
IL2 activator: IL-2 activation; IL-2 activation reporter assay, cell-based qHTS; stimulated with anti-CD3/CD4/CD28 beads; in transgenic mouse T cells; activation, % (series mostly up to about 46 µM); 360,000 compounds, 0.065% hits; in the data active = activation above about 50%; inconclusive = mostly about 30% to 49%; note: 0% is about no effect
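Quantitative HTS in unstimulated transgenic mouse T cells, with memory T cells as non-tolerant control and PMA/ionomycin as tolerance-bypass control. Compound pretreatment lasted 60 minutes before 18 h bead stimulation; EGFP/DsRed fluorescence read.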
EPAC1 antag: antagonists of human EPAC1 | O95398 | EPAC1 GEF assay, Rap1b-BODIPY-GDP exchange fluorescence | Potency, µM (titrated, usually from 115 µM), for inactives: at the highest dose activity change, negative = inhibition, most hits filed as inhibitors | 360,000 compounds, 0.14% hits;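 note: potency is the fitted concentration of half-maximal effect; plate controls were vehicle for no effect and positive control for full effect; nearly all actives have a fitted effect of over 50% in size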
GLP1R cytotox: cytotoxicity in counter-screen for GLP-1R inverse agonists | HEK293 cAMP-luciferase reporter cells, luminescence, 24 h | Potency, µM (top dose mostly 38.3 µM), without a hit: at the highest dose activity change, negative = inhibition, usual class: inhibitors | 410,000 compounds, 0.13% hits | AID 624418;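 note: loss of luciferase light is scored as toxicity; potency is the fitted concentration of half-maximal effect; % is set by controls: 0 for no effect and ±100 for the full control effect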
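Step one: seed cells (200 cells/uL, DMEM with 10% Nu serum, 1% pen-strep). Step two: 12-hour incubation at 37 deg C. Step three: pin 23 nL compound, incubate 24 hr. Step four: add luciferase reagent, read luminescence 12 min later.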
* = called active by the depositor; i = inactive; u = inconclusive; x = not tested or not shown; [ ] = dose if it differs, or a comment. Unless noted, calls come from the whole dose curve; as a rule, active = well fitted curve in the direction sought with a large enough effect; inconclusive = small, poorly fitted or top-dose-only effect, or another doubt; inactive = no such curve, though single readings can be large; an effect the other way counts as inactive or inconclusive.

SMILES | PTHR1 agonist | PLK1 PBD block | EPAC1 agonist | PI5P4K alpha inh | GLP-1R agonist | GLP-1R inv ag | IL2 activator | EPAC1 antag | GLP1R cytotox
COc1ccc(OC)c2c1sc(=NC(=O)C(C)C)n2C | -22% | -11% | -9% | 11 | 0% | u | -4.1 | 3% | 17%
Cc1c(Cl)c(-c2n[nH]c(=S)n2-c2ccccc2)nn1C | -14% | 2% | -1% | 0 | -2% | 19% | 0.7 | 19% | 18%
CCOc1cccc(C(=O)N2CCCCC2c2cccnc2)c1 (stereo not given) | -17%[57.5 µM] | -28% | 0% | 2 | 5% | -1% | 1.4 | 0% | -4%
COc1cccc(-n2nc(-c3ccnn3-c3cccc(Cl)c3)c(=O)n(C)c2=O)c1 | -12% | 2% | -10% | 3 | 0% | 2% | 2.7 | -10% | -3%
CCOC(=O)Nc1c(Cl)n(C)c(=O)n(C)c1=O | i | -12% | 2% | 13 | -3% | -5% | -0.1 | -23% | 0%
Cc1ccc(NC(=O)c2cc(NC(=O)C3CC=CCC3C(=O)O)ccc2N2CCOCC2)cc1 (stereo not given) | i | -8% | 7% | -13 | 4% | 5% | 0.1 | -4% | 0%
CN(C)C(=O)CNC(=O)C1CCCCC1 | i | -6% | -8% | -7 | -7% | 1% | -2.0 | 5% | -7%
COc1cccc(C(=O)Nc2nc(-c3ccc4c(c3)OCO4)cs2)c1 | -55%[inhibitor] | -3% | 5% | 5 | -4% | u | 3.8 | -7% | -3%
CCOC(=O)c1ccccc1NC(=O)COC(=O)Cc1ccccc1F | i | -2% | 9% | 19 | 0% | 12% | -5.9 | -3% | 14%
COCCN(CCOC)S(=O)(=O)c1ccc(NC(=O)c2cnccn2)cc1 | u | -3% | -1% | 0 | -4% | 27% | 0.4 | 4% | 7%
O=C(CSCc1c(F)cccc1Cl)Nc1ccccc1C(=O)N1CCOCC1 | i | -15% | 0% | 19 | 2% | 7% | 0.5 | 8% | 5%
O=C(NCc1ccco1)/C(=C\C=C\c1ccccc1)NC(=O)c1ccccc1Br | -17% | -20% | 11% | 2 | 12% | u | -3.0 | 7% | 0%

Complete entries from above. Values in the order: PTHR1 agonist, PLK1 PBD block, EPAC1 agonist, PI5P4K alpha inh, GLP-1R agonist, GLP-1R inv ag, IL2 activator, EPAC1 antag, GLP1R cytotox
`Cc1ccc(NC(=O)c2cc(NC(=O)C3CC=CCC3C(=O)O)ccc2N2CCOCC2)cc1` (stereo not given) across the screens: i, -8%, 7%, -13, 4%, 5%, 0.1, -4%, 0%
`CCOC(=O)c1ccccc1NC(=O)COC(=O)Cc1ccccc1F` across the screens: i, -2%, 9%, 19, 0%, 12%, -5.9, -3%, 14%

Continued.
SMILES | PTHR1 agonist | PLK1 PBD block | EPAC1 agonist | PI5P4K alpha inh | GLP-1R agonist | GLP-1R inv ag | IL2 activator | EPAC1 antag | GLP1R cytotox
COC(=O)c1cc(C(=O)OCC(=O)NNC(=O)c2cccs2)cc([N+](=O)[O-])c1 | i | 0% | -4% | 0 | 5% | 21% | -3.1 | 2% | -16%
CCOc1cc(C2NC(=O)NC(c3ccccc3)=C2C(C)=O)ccc1OC(C)=O (stereo not given) | -7% | 3% | -7% | 5 | -9% | -1% | 0.2 | 2% | 1%
Cc1cc(OCCCC(=O)Nc2cc(S(=O)(=O)N3CCOCC3)ccc2N2CCOCC2)ccc1Cl | i | -5% | 11% | -3 | 3% | -23% | -1.7 | -1% | -17%
CC(=O)N1CCN(c2ccccc2NC(=O)COc2ccc(Cl)cc2Cl)CC1 | -19% | -12% | 19% | 4 | 22% | u | 2.0 | -8% | u
O=C(COC(=O)Cc1ccc(S(=O)(=O)N2CCOCC2)s1)Nc1ccc([N+](=O)[O-])cc1 | i | 2% | 2% | -20 | -8% | 9% | -0.5 | -8% | 3%
O=C(O/N=C1\CCCc2ccccc21)c1ccc(F)cc1 | -84%[inhibitor][57.5 µM] | -6% | 7% | 4 | 3% | 14% | 2.6 | -13% | 22%
COc1ccccc1C(C#N)N1N=C(C)CC1(C)C (stereo not given) | i | -9% | 10% | 5 | 5% | 11% | -3.1 | 3% | -2%
O=C(c1ccccc1)N1CCn2c(nc3ccccc32)C1 | i | 2% | 1% | x | 0% | 0% | -2.0 | 10% | -8%
O=C(/C=C/c1ccc([N+](=O)[O-])cc1)NCc1cccs1 | -72%[inhibitor] | -14% | 10% | 1 | 3% | 20% | -2.4 | -13% | 12%
N#CC1=C(SCc2ccccc2)NC2=C(C(=O)CCC2)C1c1ccc2c(c1)OCO2 (stereo not given) | -71%[57.5 µM] | u | -5% | -8 | -11% | -9% | -2.6 | 8% | -14%
C=C(C1=CCN(S(=O)(=O)C(C)(C)C)[C@H]1CCO)c1ccccc1 | i | -15% | -3% | -6 | 0% | u | -0.5 | -17% | -5%
Cc1noc(/C=C/c2ccco2)c1S(=O)(=O)N1CCC(C(=O)N(C)Cc2ccccc2)CC1 | i | -8% | 16% | x | 0% | -7% | -2.1 | -2% | 2%
COc1ccc(CCNC(=O)C(=O)NCC2CCCN2S(=O)(=O)c2cccs2)cc1OC (stereo not given) | -49%[inhibitor] | -1% | -7% | -3 | -2% | 12% | -1.1 | 13% | 1%
Clc1ccccc1N1CCN(Cc2c[nH]c3ccccc23)CC1 | i | -15% | 3% | -3 | -2% | u | -0.7 | -13% | u
CCN1CCc2c(sc(NC(=O)c3ccc(C(=O)c4ccccc4)cc3)c2C(N)=O)C1 | i | -2% | 4% | -20 | -3% | -26% | -0.4 | -27% | -27%
CC1(C)N=C(c2cccc(F)c2)C(=O)N1 | -21% | -7% | 4% | x | -2% | 0% | 1.4 | 0% | 16%
Cc1ccc(NC(=O)COC(=O)c2c(-c3ccccc3)noc2C)cc1 | -43%[inhibitor] | 6% | -12% | 1 | 11% | 10µM* | 0.7 | -12% | -9%
COc1ccc(CC(=O)N/N=C/C=C/c2ccc3c(c2)OCO3)cc1OC | i | -5% | 14% | 1 | -8% | 17% | 0.1 | -9% | -13%
CCO[C@H]1OC(C(=O)N2CCN(Cc3ccc4c(c3)OCO4)CC2)=C[C@@H](C)[C@@H]1CCCO | -15% | -8% | -4% | -2 | 5% | -18% | 2.2 | 6% | -12%
Cc1cc(CNC(=O)CC2C(=O)NCCN2CC(C)(C)C)nn1C (stereo not given) | i | -10% | 3% | 1 | 3% | 9% | 1.1 | 5% | -4%
CCOC(=O)C1(C)CCCN(C(=O)c2ccccc2OC(F)(F)F)C1 (stereo not given) | -20% | 0% | -9% | 7 | -4% | 4% | 1.4 | 8% | 4%
CSc1ncccc1C(=O)NC1CCCc2c1cnn2-c1ccc(C)c(C)c1 (stereo not given) | -49%[inhibitor] | -14% | -23% | -5 | -5% | -4% | -0.5 | 0% | -3%
CCOc1ccccc1NC(=O)CSc1n[nH]c(=O)n1-c1ccccc1 | i | 1% | 2% | 0 | 1% | 15% | -0.9 | 2% | -15%
Cc1cc(/C=C2\SC(=O)NC2=O)c(C)n1-c1ccc(N2CCOCC2)cc1 | -10% | -4% | -3% | 8 | 6% | 15% | 0.9 | 10% | -13%

Three structures out of the list, sorted by length of the SMILES, low to high:
SMILES | PTHR1 agonist | PLK1 PBD block | EPAC1 agonist | PI5P4K alpha inh | GLP-1R agonist | GLP-1R inv ag | IL2 activator | EPAC1 antag | GLP1R cytotox
Cc1cc(CNC(=O)CC2C(=O)NCCN2CC(C)(C)C)nn1C (stereo not given) | i | -10% | 3% | 1 | 3% | 9% | 1.1 | 5% | -4%
CSc1ncccc1C(=O)NC1CCCc2c1cnn2-c1ccc(C)c(C)c1 (stereo not given) | -49%[inhibitor] | -14% | -23% | -5 | -5% | -4% | -0.5 | 0% | -3%
COc1ccc(CC(=O)N/N=C/C=C/c2ccc3c(c2)OCO3)cc1OC | i | -5% | 14% | 1 | -8% | 17% | 0.1 | -9% | -13%

(more compounds)
SMILES | PTHR1 agonist | PLK1 PBD block | EPAC1 agonist | PI5P4K alpha inh | GLP-1R agonist | GLP-1R inv ag | IL2 activator | EPAC1 antag | GLP1R cytotox
COc1ccc2c(C)c(C)c(=O)oc2c1OC | i | 1% | 13% | 8 | 16% | 77%[activator] | -0.5 | 5% | 1%
Cc1cc(NCCCn2ccnc2)n2nc(C)c(-c3ccc(Cl)cc3)c2n1 | i | -7% | -5% | x | 2% | u | -1.1 | 0% | u
O=C(CCNC(=O)c1ccccc1Cl)Nc1cc(C(F)(F)F)ccc1N1CCCC1 | -61%[inhibitor] | -4% | 10% | -6 | 1% | u | -1.1 | -1% | 17%
COc1cc(C(=O)OCC(=O)Nc2ccccc2C(=O)NC2CC2)c([N+](=O)[O-])cc1OC | -30% | -7% | 1% | 0 | 12% | 6% | -0.2 | -19% | 3%
CCCCCN(C(=O)CCC(=O)OCC(=O)N1CCCCC1CC)c1c(N)n(CCCC)c(=O)[nH]c1=O (stereo not given) | i | -1% | -15% | -2 | -2% | 30% | 0.6 | -8% | -9%
O=[N+]([O-])c1ccc(/C=C/c2ccc3cccc(O)c3n2)cc1 | -13% | -2% | -13% | -4 | -1% | 3% | -1.8 | 17% | -55%
CCc1ccc(NC(=O)CCn2ccnc2C)cc1 | i | -3% | 3% | 10 | 5% | -27% | -1.7 | -3% | -7%
CN1CCN(c2cc(C(F)(F)F)nc(-c3ccccn3)n2)CC1 | i | 0% | 0% | -3 | 9% | 28% | 0.4 | 13% | 6%
COc1cc(C(=O)NC2CC(C)(C)NC(C)(C)C2)cc(OC)c1OC | -1% | -8% | 9% | 0 | 7% | 14% | -0.1 | 2% | -9%

This is a subset; the hit share may differ from the screen's.
